From PubChem
14-3-3 Bad PPI = disrupts binding of bovine 14-3-3 zeta to phospho-Bad peptide; TR-FRET 14-3-3zeta/Dy647-pBad peptide displacement, 1 h; P63103; hit rate 0.71% among 220,000; inhibition, % at 21.7 µM; AID 781;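 active = inhibition above about 70%, limit read from the data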;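 also: 0% = full 14-3-3 plus peptide FRET controls and 100% = background without 14-3-3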
Runt-SMMHC FRET = inhibitors of human RUNX1 Runt domain binding to CBFb-SMMHC | Q01196+Q13951 | Cerulean-Runt/Venus-CBFb-SMMHC FRET ratio 530/480, 1 h | inhibition, % at 20 µM | hit rate 0.74% among 220,000 | AID 1434;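 active = mean inhibition across duplicate retests at 20 µM reaching about 50%, limit read from the data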;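 also: 0% = DMSO wells and 100% = wells with excess untagged CBFb-SMMHC; inhibitors lower the FRET ratio by blocking Runt binding to CBFb-SMMHC; some results filed as inactive read as strong as hits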
Target sequence (Q01196 whole entry, looked up, the tested form may be a part): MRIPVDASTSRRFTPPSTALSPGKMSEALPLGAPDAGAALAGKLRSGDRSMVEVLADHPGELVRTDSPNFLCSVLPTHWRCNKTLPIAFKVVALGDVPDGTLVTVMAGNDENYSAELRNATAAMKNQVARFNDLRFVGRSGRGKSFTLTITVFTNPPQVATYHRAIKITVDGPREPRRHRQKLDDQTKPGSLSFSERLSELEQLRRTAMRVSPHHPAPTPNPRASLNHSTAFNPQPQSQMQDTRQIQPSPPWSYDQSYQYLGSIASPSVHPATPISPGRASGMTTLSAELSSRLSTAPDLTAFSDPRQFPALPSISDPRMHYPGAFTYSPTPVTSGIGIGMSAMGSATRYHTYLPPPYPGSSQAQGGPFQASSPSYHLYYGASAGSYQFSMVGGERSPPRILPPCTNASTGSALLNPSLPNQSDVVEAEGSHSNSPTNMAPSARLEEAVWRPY
Target sequence (Q13951 whole entry, looked up, the tested form may be a part): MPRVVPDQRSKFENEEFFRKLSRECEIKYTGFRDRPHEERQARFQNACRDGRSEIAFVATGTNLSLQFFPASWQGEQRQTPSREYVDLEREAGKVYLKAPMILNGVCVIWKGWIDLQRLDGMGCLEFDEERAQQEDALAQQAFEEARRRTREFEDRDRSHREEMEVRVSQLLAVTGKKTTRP
Runt-CBFb FRET = Runt domain-CBFb interaction inhibition; inhibition, % at 20 µM; Q01196+Q13951; hit rate 0.46% among 220,000; Cerulean-Runt/Venus-CBFb FRET ratio 530/480, 1 h; AID 1496;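 active = inhibition over about 50% at 20 µM in the single-dose screen, limit read from the data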;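 also: 0% = DMSO wells and 100% = excess unlabeled CBFb competitor control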
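Assay system: Cerulean-tagged RUNX1 Runt domain (FRET donor) fusion protein / Amount: 100 nM each of Venus-CBFb and Cerulean-Runt domain / Medium: Tris buffer pH 7.5 with salts and BSA / Also added: Venus-CBFb 100 nM / Schedule: 1 h complex formation plus 1 h compound treatment, room temperature / Signal: FRET fluorescence / Read-out: loss of energy transfer signal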
TbHK1 inh = T. brucei hexokinase 1 inhibition | inhibition, % at 10 µM | recombinant TbHK1, G6PDH-coupled NADH A340 | hit rate 0.11% among 220,000;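 active = inhibition of 50% or more in the single-dose primary screen; inactive = inhibition below 50%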
L929 necroptosis = blocks zVAD induced death of L929 cells; hit rate 0.38% among 220,000; L929 zVAD necroptosis rescue, ATP luminescence, 24 h; with zVAD 60 µM; AID 1377; viability rescue, % at 10 µM;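 active = activation, scaled between plate controls, above about 75%, limit read from the data; inactive = activation under that limit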;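 also: 0% = zVAD with DMSO and 100% = DMSO alone without zVAD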
NCF1 inh = inhibitors of human p47phox binding; inhibition, % at 24.7 µM; P14598; p47phox/p22phox peptide binding, fluorescence polarization, 2 h; hit rate 0.53% among 220,000; AID 1274;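 active = inhibition above about 30%, limit read from the data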;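 also: 0% = p47phox with labelled peptide and 100% = labelled peptide alone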
Target sequence (P14598 whole entry, looked up): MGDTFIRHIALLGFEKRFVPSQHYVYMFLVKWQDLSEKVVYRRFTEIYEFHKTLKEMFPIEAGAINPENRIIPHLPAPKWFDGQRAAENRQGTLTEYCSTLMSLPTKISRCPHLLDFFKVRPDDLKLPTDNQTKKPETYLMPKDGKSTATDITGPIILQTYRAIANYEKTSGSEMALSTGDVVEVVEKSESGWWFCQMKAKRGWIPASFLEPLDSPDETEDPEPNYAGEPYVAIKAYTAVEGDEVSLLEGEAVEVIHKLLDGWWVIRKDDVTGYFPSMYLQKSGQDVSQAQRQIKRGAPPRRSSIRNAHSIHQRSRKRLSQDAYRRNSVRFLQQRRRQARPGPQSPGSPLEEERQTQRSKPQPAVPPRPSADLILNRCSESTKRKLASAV
MDM2 E3 inh = blocks human Mdm2 ubiquitin ligase activity. hit rate 0.11% among 210,000. AID 1230. signal enhancement, % at 5 µM. Q00987. cell-based MDM2 ubiquitination luciferase reporter, 2 h; 0 = plate control, 100 = twice control, blank-subtracted;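 active = signal enhancement of 30% or more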;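 also: luminescence tracks abundance of the self-degrading MDM2-luciferase fusion protein; higher signal means inhibition of MDM2 E3 ligase activity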
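Assay system: stable mammalian line carrying autodegrading MDM2–luciferase fusion reporter; amount: 2000 cells seeded into each well; buffer or medium: DMEM; benchmarks: plate control and blank wells; signal: luciferase luminescence; timing: 2 h compound exposure at 37 °C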
Hck Nef HTS = human Hck-Nef kinase inhibition; Recombinant Hck-YEEI plus Nef, Z-Lyte FRET kinase assay; hit rate 0.68% among 220,000; inhibition, % at 20 µM;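 active = Hck-Nef kinase inhibition above about 50%, limit read from the data; inactive = inhibition below that limit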;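 also: 0% = DMSO with Hck plus Nef and 100% = Hck alone without Nef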
EBV gp42 inh = blocks Epstein-Barr virus glycoprotein 42 binding. Q1HVG2. Fluorescence polarization binding assay, mP read-out. inhibition, % (tested at 21.74 µM). hit rate 0.42% among 220,000; in the data active = inhibition above about 50%
* hit, by the source's call; [ ] = remark or other dose.

For CCOC(=O)c1c(C)[nH]c(C(=O)OCC(=O)N2c3ccccc3CC2C)c1C (stereo not given) the results were 14-3-3 Bad PPI -11, Runt-SMMHC FRET 6, Runt-CBFb FRET 0, TbHK1 inh 4, L929 necroptosis 0.2, NCF1 inh -1, MDM2 E3 inh -26, Hck Nef HTS 1 and EBV gp42 inh -1.
Screening O=C(Oc1ccc(-c2cnc3ccccc3n2)cc1)c1ccc(Cl)c([N+](=O)[O-])c1 returned 14-3-3 Bad PPI 8, Runt-SMMHC FRET -2, Runt-CBFb FRET 0, TbHK1 inh -10, L929 necroptosis 87*, NCF1 inh 0, MDM2 E3 inh -16, Hck Nef HTS 4 and EBV gp42 inh -11.
O=C1CC(c2ccccc2)Sc2nc3ccccc3n21 (stereo not given) was read as 14-3-3 Bad PPI 8, Runt-SMMHC FRET 1, Runt-CBFb FRET -1, TbHK1 inh 1, L929 necroptosis 0.4, NCF1 inh 1, MDM2 E3 inh -23, Hck Nef HTS 22 and EBV gp42 inh 1.
CCOC(=O)c1ccc(S(=O)(=O)N2CCN(CCC#N)CC2)cc1 was read as 14-3-3 Bad PPI 3, Runt-SMMHC FRET 1, Runt-CBFb FRET 0, TbHK1 inh -4, L929 necroptosis 2.3, NCF1 inh -6, MDM2 E3 inh -12, Hck Nef HTS 2 and EBV gp42 inh -16.
CN(C)C(=O)CSc1nnc(NC(=O)CCc2ccccc2)s1 was read as 14-3-3 Bad PPI -3, Runt-SMMHC FRET 0, Runt-CBFb FRET 0, TbHK1 inh -10, L929 necroptosis 0.8, NCF1 inh -11, MDM2 E3 inh -1, Hck Nef HTS 8 and EBV gp42 inh -14.
CCOC(=O)CNC(=O)CSc1nnc(-c2ccco2)n1N was read as 14-3-3 Bad PPI 0, Runt-SMMHC FRET -5, Runt-CBFb FRET 0, TbHK1 inh 51*, L929 necroptosis 1.0, NCF1 inh -4, MDM2 E3 inh -7, Hck Nef HTS 2 and EBV gp42 inh -7.
Screening Cc1ccc(OCC(=O)N/N=C/c2ccc([N+](=O)[O-])o2)cc1 returned 14-3-3 Bad PPI 2, Runt-SMMHC FRET 18, Runt-CBFb FRET 9, TbHK1 inh -16, L929 necroptosis 1.2, NCF1 inh -8, MDM2 E3 inh -6, Hck Nef HTS 1 and EBV gp42 inh -14.
Screening O=C(c1cc(Cl)ccc1[N+](=O)[O-])N1CCc2ccccc2C1 returned 14-3-3 Bad PPI 11, Runt-SMMHC FRET 2, Runt-CBFb FRET 1, TbHK1 inh 1, L929 necroptosis -0.1, NCF1 inh -11, MDM2 E3 inh -13, Hck Nef HTS 4 and EBV gp42 inh -14.
`CCOC(=O)CC1COCCN1Cc1cn[nH]c1-c1ccc2c(c1)OCO2` (stereo not given) gave 14-3-3 Bad PPI 8, Runt-SMMHC FRET 4, Runt-CBFb FRET 0, TbHK1 inh 4, L929 necroptosis 5.6, NCF1 inh -11, MDM2 E3 inh -1, Hck Nef HTS 15 and EBV gp42 inh -7.
For Cc1ccc(N2CN=C3SCC(=O)N3C2)cc1C the results were 14-3-3 Bad PPI -12, Runt-SMMHC FRET 0, Runt-CBFb FRET 0, TbHK1 inh 5, L929 necroptosis -0.9, NCF1 inh -4, MDM2 E3 inh -6, Hck Nef HTS 7 and EBV gp42 inh -14.
CCCC(C)NC(=O)COc1ccc(Sc2ccc(OCC(=O)NC(C)CCC)cc2)cc1 (stereo not given) was read as 14-3-3 Bad PPI -13, Runt-SMMHC FRET -8, Runt-CBFb FRET -4, TbHK1 inh -9, L929 necroptosis 0.7, NCF1 inh -18, Hck Nef HTS 1 and EBV gp42 inh -14.
For CCCSc1sc(C(=O)OC)c(-c2cccs2)c1C#N the results were 14-3-3 Bad PPI -2, Runt-SMMHC FRET -1, Runt-CBFb FRET -1, TbHK1 inh -5, L929 necroptosis 1.1, NCF1 inh 1, MDM2 E3 inh -15, Hck Nef HTS -9 and EBV gp42 inh -3.
Screening Cc1cccc(NC(=O)N(C)Cc2cccs2)c1 returned 14-3-3 Bad PPI -1, Runt-SMMHC FRET 2, Runt-CBFb FRET -4, TbHK1 inh 0, L929 necroptosis -0.3, NCF1 inh -15, MDM2 E3 inh -15, Hck Nef HTS 3 and EBV gp42 inh -9.
Screening O=C(CSc1nnc(-c2ccco2)n1Cc1ccccc1)c1ccccc1 returned 14-3-3 Bad PPI -2, Runt-SMMHC FRET 4, Runt-CBFb FRET 19, TbHK1 inh 12, L929 necroptosis -0.5, NCF1 inh -7, MDM2 E3 inh -23, Hck Nef HTS 1 and EBV gp42 inh -16.
Screening CCOC(=O)c1sc(NC(=S)NC(=O)c2ccco2)nc1C returned 14-3-3 Bad PPI 6, Runt-SMMHC FRET 0, Runt-CBFb FRET 0, TbHK1 inh -20, L929 necroptosis -0.1, NCF1 inh 7, MDM2 E3 inh -4, Hck Nef HTS 8 and EBV gp42 inh -19.
For COCCCNCCOCCSc1ccc(Cl)cc1 the results were 14-3-3 Bad PPI -19, Runt-SMMHC FRET -5, Runt-CBFb FRET -3, TbHK1 inh 21, L929 necroptosis -0.4, NCF1 inh -12, MDM2 E3 inh -4, Hck Nef HTS -3 and EBV gp42 inh -15.
`CC(C)(C)NC(=O)C(c1cccnc1)N(C(=O)c1csnn1)c1ccccc1` (stereo not given) gave 14-3-3 Bad PPI -3, Runt-SMMHC FRET 0, Runt-CBFb FRET 2, TbHK1 inh 2, L929 necroptosis 3.8, NCF1 inh 6, MDM2 E3 inh -22, Hck Nef HTS 22 and EBV gp42 inh 4.
`COc1nc(Oc2ccc(C(=O)O)cc2)nc(Oc2ccc(C(=O)O)cc2)n1` gave 14-3-3 Bad PPI 0, Runt-SMMHC FRET -1, Runt-CBFb FRET 0, TbHK1 inh 5, L929 necroptosis 0.5, NCF1 inh -8, MDM2 E3 inh -12, Hck Nef HTS 0 and EBV gp42 inh 5.
`COC(=O)c1ccc(NC(=O)CSc2nnc(CNc3ccc(F)cc3)n2C)cc1` gave 14-3-3 Bad PPI 4[fluorescence artefact?], Runt-SMMHC FRET 1, Runt-CBFb FRET 2, TbHK1 inh 0, L929 necroptosis 1.3, NCF1 inh -23, MDM2 E3 inh -9, Hck Nef HTS 2 and EBV gp42 inh -25.
`CCC(=O)N1CCN(c2nc3ccccc3s2)CC1` gave 14-3-3 Bad PPI 32, Runt-SMMHC FRET 3, Runt-CBFb FRET 2, TbHK1 inh 19, L929 necroptosis -0.1, NCF1 inh -7, MDM2 E3 inh -8, Hck Nef HTS -18 and EBV gp42 inh -6.

The final two entries of the part above open the next one.
`COC(=O)c1ccc(NC(=O)CSc2nnc(CNc3ccc(F)cc3)n2C)cc1` gave 14-3-3 Bad PPI 4[fluorescence artefact?], Runt-SMMHC FRET 1, Runt-CBFb FRET 2, TbHK1 inh 0, L929 necroptosis 1.3, NCF1 inh -23, MDM2 E3 inh -9, Hck Nef HTS 2 and EBV gp42 inh -25.
`CCC(=O)N1CCN(c2nc3ccccc3s2)CC1` gave 14-3-3 Bad PPI 32, Runt-SMMHC FRET 3, Runt-CBFb FRET 2, TbHK1 inh 19, L929 necroptosis -0.1, NCF1 inh -7, MDM2 E3 inh -8, Hck Nef HTS -18 and EBV gp42 inh -6.
Screening COCc1cc(=O)[nH]c(Nc2nc3ccccc3o2)n1 returned 14-3-3 Bad PPI -11, Runt-SMMHC FRET 0, Runt-CBFb FRET 1, TbHK1 inh -4, L929 necroptosis 1.8, NCF1 inh -9, MDM2 E3 inh 0, Hck Nef HTS 3 and EBV gp42 inh -11.
For COc1ccc(NC(=O)/C(C#N)=C/c2c(C)nn(-c3ccc(F)cc3)c2Cl)cc1Cl the results were 14-3-3 Bad PPI 10[fluorescence artefact?], Runt-SMMHC FRET -5, Runt-CBFb FRET -1, TbHK1 inh 1, L929 necroptosis -0.4, NCF1 inh -12, MDM2 E3 inh -5, Hck Nef HTS 6 and EBV gp42 inh -36.
Screening O=C(NNC(=O)c1ccncc1)Nc1ccc([N+](=O)[O-])cc1 returned 14-3-3 Bad PPI -3, Runt-SMMHC FRET -5, Runt-CBFb FRET 2, TbHK1 inh -27, L929 necroptosis 3.6, NCF1 inh -2, MDM2 E3 inh -2, Hck Nef HTS -4 and EBV gp42 inh -7.
For CCN(CC)C(=O)C1CCN(S(=O)(=O)c2ccc3oc4ccccc4c3c2)CC1 the results were 14-3-3 Bad PPI 3, Runt-SMMHC FRET -2, Runt-CBFb FRET 0, TbHK1 inh -3, L929 necroptosis -0.2, NCF1 inh -7, MDM2 E3 inh -23, Hck Nef HTS 3 and EBV gp42 inh -2.
`O=C(Nc1nc(-c2ccncc2)cs1)c1ccc(F)cc1` gave 14-3-3 Bad PPI 4, Runt-SMMHC FRET 0, Runt-CBFb FRET -1, TbHK1 inh -11, L929 necroptosis 10.0, NCF1 inh -15, MDM2 E3 inh -13, Hck Nef HTS -5 and EBV gp42 inh -14.
`CCNC(=O)NC(=O)CSc1ccc2ccccc2c1` gave 14-3-3 Bad PPI -9, Runt-SMMHC FRET 5, Runt-CBFb FRET 0, TbHK1 inh -3, L929 necroptosis 1.4, NCF1 inh 0, MDM2 E3 inh -7, Hck Nef HTS 4 and EBV gp42 inh -2.
For COc1ccc(S(=O)(=O)N(C)CC(=O)Nc2ccccc2OC)cc1C the results were 14-3-3 Bad PPI -5, Runt-SMMHC FRET -1, Runt-CBFb FRET 0, TbHK1 inh -1, L929 necroptosis -1.0, NCF1 inh -2, MDM2 E3 inh -17, Hck Nef HTS 10 and EBV gp42 inh 0.
COc1ccc(Nc2oc(-c3ccco3)nc2S(=O)(=O)c2ccc(F)cc2)cc1 was read as 14-3-3 Bad PPI -9, Runt-SMMHC FRET 1, Runt-CBFb FRET 2, TbHK1 inh -6, L929 necroptosis 1.2, NCF1 inh -20, MDM2 E3 inh -1, Hck Nef HTS 1 and EBV gp42 inh -4.
COc1ccc(-n2c(Cc3cccn3C)nnc2SCC(=O)Nc2ccc(Cl)cc2)cc1 was read as 14-3-3 Bad PPI 1, Runt-SMMHC FRET 2, Runt-CBFb FRET 4, TbHK1 inh -2, L929 necroptosis 3.4, NCF1 inh -30, MDM2 E3 inh -4, Hck Nef HTS 18 and EBV gp42 inh 3.
O=C(Nc1ccc(S(=O)(=O)N2CCCC2)cc1)c1ccc(OCC2CCCO2)cc1 (stereo not given) was read as 14-3-3 Bad PPI 4, Runt-SMMHC FRET -1, Runt-CBFb FRET 0, TbHK1 inh -4, L929 necroptosis 2.0, NCF1 inh -6, MDM2 E3 inh -17, Hck Nef HTS 23 and EBV gp42 inh -6.
O=C(c1snnc1-c1ccccc1)N1CCOCC1 was read as 14-3-3 Bad PPI -2, Runt-SMMHC FRET -3, Runt-CBFb FRET -1, TbHK1 inh 2, L929 necroptosis 1.4, NCF1 inh 0, MDM2 E3 inh -1, Hck Nef HTS 10 and EBV gp42 inh -10.
`CCOc1ccc(C(C)C)cc1S(=O)(=O)Nc1ccc(Cl)cn1` gave 14-3-3 Bad PPI 7[fluorescence artefact?], Runt-SMMHC FRET -3, Runt-CBFb FRET 0, TbHK1 inh 1, L929 necroptosis -0.1, NCF1 inh -1, MDM2 E3 inh -11, Hck Nef HTS 1 and EBV gp42 inh -10.
